Tau fibril FP = tau fibrillization inhibition (FP) | P10636 | K18 P301L tau heparin fibrillization, Alexa594 FP, 6 h | Potency, µM (titrated, usually from 57.7 µM), inactives show at the highest dose activity, negative = inhibition, hits mostly inhibitors | 280,000 tested, 0.39% active | AID 1468; note: nearly all actives have a fitted effect of over 55% in size
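Steps: dispense K18 P301L tau (15 uM plus 0.24 uM Alexa 594 tracer, final) in pH 7 sodium acetate; add compound; add heparin (20 uM final); incubate 6 hr, 37 C; add ThT (30 uM final); after 1 hr ambient, read FP.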
Tau fluor counter = counter-screen for tau fibril formation inhibitors | tau K18 P301L Alexa594 fluorescence, heparin fibrillization | Potency, µM (series often up to 57.7 µM), without a hit: top-dose activity change, negative = decrease | 280,000 tested, 0.93% active | AID 1463; note: nearly all actives have a fitted effect of over 55% in size
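Human tau K18 P301L (15 uM unlabeled, 0.24 uM Alexa 594-labeled) in 100 mM sodium acetate pH 7 with 20 uM heparin, 6 hr at 37 C. ThT 30 uM added, 1 hr ambient; Alexa 594 FP and total fluorescence read at 555/632 nm.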
TexasRed fluor = alters Texas Red total fluorescence, flagging assay interference. TRb/SRC2 Texas Red total fluorescence interference. Potency, µM (doses to about 106 µM), for the others: top-dose fluorescence change, negative = quenching. 280,000 tested, 0.29% active. AID 1479; active = well fitted curve in either direction with a large enough effect; inconclusive = small, poorly fitted or top-dose-only effect
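Human TRb ligand-binding domain at 0.6 uM with 20 nM Texas Red SRC2 peptide in Tris buffer containing 1 uM T3 and 5% DMSO, incubated with compound 5 h at ambient temperature. Total fluorescence (555/632 nm) calculated as parallel + 2 × perpendicular.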
L3MBTL1 block = L3MBTL1 (human) inhibition; Q9Y468; Potency, µM (series often up to 57.1 µM), without a hit: at the top dose activity, negative = inhibition, actives largely listed as inhibitors; 230,000 tested, 0.66% active; AID 485360; AlphaScreen L3MBTL1–H3K9me1 peptide binding; note: nearly all actives have a fitted effect of over 60% in size
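Read-out is AlphaScreen signal from streptavidin donor and nickel chelate acceptor beads (10 ug/mL final each) bridging L3MBTL1 (50 nM) and biotinylated K9-monomethylated H3(1-15) peptide (75 nM), after 30 min compound exposure at room temperature.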
Tau ThT inhib = tau fibrillization inhibition (ThT binding); P10636; recombinant tau K18 P301L (four-repeat tau fragment), heparin-induced fibrillization, ThT fluorescence; Potency, µM (doses to about 57.4 µM), for the others: at the highest dose activity, negative = inhibition, most hits filed as inhibitors; 270,000 tested, 2.1% active; AID 1460; note: nearly all actives have a fitted effect of over 55% in size
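Heparin-induced (20 uM) aggregation of recombinant human K18 P301L tau, 15 uM unlabeled with 0.24 uM labeled, pH 7 acetate buffer, 6 hr at 37 C with compound. Fibrils quantified by 30 uM ThT fluorescence after 1 hr ambient incubation.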
ALDH1A1 block = ALDH1A1 (human) enzyme inhibition. 220,000 tested, 7.3% active. Potency, µM (highest dose often 75.3 µM), for the others: at the highest dose activity, negative = inhibition, usual class: inhibitors. Purified ALDH1A1, NADH fluorescence, propionaldehyde substrate. AID 1030; active = well fitted inhibition curve with a large enough effect, not every such curve was filed as active; inconclusive = small, poorly fitted or top-dose-only effect, or another doubt; inactive = no such curve, though single readings can be large or run the other way;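 note: plate controls were no enzyme wells and a reference inhibitor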
Target sequence (P00352 whole entry, looked up): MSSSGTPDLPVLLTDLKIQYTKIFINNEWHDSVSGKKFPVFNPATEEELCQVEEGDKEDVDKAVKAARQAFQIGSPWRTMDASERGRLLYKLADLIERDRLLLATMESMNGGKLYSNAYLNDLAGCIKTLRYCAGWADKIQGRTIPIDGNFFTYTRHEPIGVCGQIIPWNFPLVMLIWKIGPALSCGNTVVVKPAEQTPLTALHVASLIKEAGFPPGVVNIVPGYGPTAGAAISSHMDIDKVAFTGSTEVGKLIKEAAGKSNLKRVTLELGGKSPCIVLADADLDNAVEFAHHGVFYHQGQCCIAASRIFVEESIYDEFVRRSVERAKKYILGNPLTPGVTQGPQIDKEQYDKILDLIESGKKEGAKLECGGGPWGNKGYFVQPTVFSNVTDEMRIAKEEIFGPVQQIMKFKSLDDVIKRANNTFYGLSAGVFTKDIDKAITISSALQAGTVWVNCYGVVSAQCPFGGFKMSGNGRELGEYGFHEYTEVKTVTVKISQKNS
TRb-SRC2 inh = TRbeta-SRC2 interaction inhibition. AID 1469. Potency, µM (top dose mostly 106 µM), inactives show top-dose activity change, negative = inhibition, usual class: inhibitors. P10828. 280,000 tested, 0.065% active. TRbeta-SRC2 peptide binding, fluorescence polarization; receptor liganded with 1 µM T3;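 note: plate controls were bound peptide for no effect and peptide without receptor for full effect; nearly all actives have a fitted effect of over 50% in size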
Target sequence (P10828 whole entry, looked up): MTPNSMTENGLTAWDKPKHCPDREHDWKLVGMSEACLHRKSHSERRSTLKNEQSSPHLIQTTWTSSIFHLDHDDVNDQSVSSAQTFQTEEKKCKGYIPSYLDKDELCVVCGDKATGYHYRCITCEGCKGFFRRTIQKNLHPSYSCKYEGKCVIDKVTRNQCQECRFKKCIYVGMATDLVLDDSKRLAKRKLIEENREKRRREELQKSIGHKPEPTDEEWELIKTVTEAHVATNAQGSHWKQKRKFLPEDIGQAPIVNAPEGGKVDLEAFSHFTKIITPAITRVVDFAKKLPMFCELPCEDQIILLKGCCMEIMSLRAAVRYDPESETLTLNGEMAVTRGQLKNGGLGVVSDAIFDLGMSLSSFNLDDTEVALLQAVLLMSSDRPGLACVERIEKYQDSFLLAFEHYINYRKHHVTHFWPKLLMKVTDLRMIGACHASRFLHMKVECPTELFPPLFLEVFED
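Binding of a 20-amino-acid Texas Red SRC2 peptide (20 nM) to TRb ligand-binding domain (0.6 uM) with agonist T3 at 1 uM was followed by fluorescence polarization after a 5 hr room-temperature incubation.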
GLA spleen mod = inhibits or activates alpha-galactosidase in human spleen homogenate; P06280; Potency, µM (series often up to 80 µM), for the others: at the top dose activity change, negative = inhibition, most hits filed as inhibitors; human spleen homogenate, 4MU-alpha-Gal fluorescence, 40 min; AID 2107; 240,000 tested, 0.008% active;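 note: 0% = enzyme with vehicle and -100% = no enzyme basal signal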
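Spleen homogenate 1 ug + cpd (titration) + 4-MU-alpha-D-galactopyranoside 1 mM; 37C 40 min; 50 mM citrate/phosphate pH 5.0, 0.01% Tween-20; stop pH 10; fluorescence 365/440; AC50 via Hill.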
* = called active by the depositor; ? = inconclusive; / = no result given; & = joins results of further samples; [ ] = remark or other dose. Unless noted, calls come from the whole dose curve; as a rule, active = well fitted curve in the direction sought with a large enough effect; inconclusive = small, poorly fitted or top-dose-only effect, or another doubt; inactive = no such curve, though single readings can be large; an effect the other way counts as inactive or inconclusive. Unless noted, % is set by controls: 0 for no effect and ±100 for the full control effect; potency is the fitted concentration of half-maximal effect. Compounds were not picked by outcome; about 8.5% have a hit in one of these screens.

canonical_smiles	Tau fibril FP	Tau fluor counter	TexasRed fluor	L3MBTL1 block	Tau ThT inhib	ALDH1A1 block	TRb-SRC2 inh	GLA spleen mod
Nc1nc(-c2ccccc2)nn1C(=O)Cc1ccccc1	1%	2%	1%	/	-1%	-1%	-2%	0%
CCOc1ccc(-c2nnc(-c3ccco3)o2)cc1	-2%	-15%	-2%	0%	?	?	-24%	-11%
CCC(=O)NC(C)C(c1cccs1)N1CCN(c2ccccc2)CC1 (stereo unspecified)	3%	-6%	-3%	-1%	-11%	4%	-16%	0%
Cc1cccc(C)c1NC(=O)CSc1nc2ccccc2c2nc(CCc3c(C)n[nH]c3C)nn12	-14%	-3%	-5%	/	-12%	/	-1%	/
CC(c1ccon1)N(C)Cc1cn[nH]c1-c1ccc(-c2ccccc2)cc1 (stereo unspecified)	2%	?	0%	-24%	-18%	-11%	-5%	-10%
Cc1noc(C)c1S(=O)(=O)NC1CCN(Cc2ccccc2)CC1	-5%	0%	-4%	-3%	-2%	12%	3%	11%
Cc1cc(C(F)(F)F)nn1CC(=O)N1CCCCC1C (stereo unspecified)	-8%	-8%	-1%	4%	-4%	3%	-8%	2%
COc1cccc(N2CCN(C(=O)c3ccc(CS(=O)c4cccc(Cl)c4)o3)CC2)c1 (stereo unspecified)	8%	-7%	-1%	/	-6%	/	2%	/
CCC(=O)Nc1nc2c(OC)ccc(OC)c2s1	8%	-12%	-4%	/	-11%	-5%	6%	-7%
COc1cc(C2CC(=O)c3c(O)cc(O)cc3O2)ccc1O (stereo unspecified)	2%	-7%	-2%	5%	-6%	-7%	-8%	5%
CC(=O)N1CCc2cc(S(=O)(=O)NC(CC(C)C)C(=O)Nc3ccc4c(c3)OCCO4)ccc21 (stereo unspecified)	6%	0%	-1%	/	0%	-10%	3%	8%
Cc1ccc(NC(=O)c2c3c(nc4ccccc24)CCC3)cc1	5%	6%	2%	-22%	3%	-18%	5%	-9%
CC(=O)Oc1c(S(=O)(=O)c2ccc(C)cc2)c(C)nn1C(C)(C)C	0%	-1%	-4%	-5%	-5%	-2%	0%	-5%
COCCCNC(=O)Cn1nnc(-c2ccc(NC(=O)c3cccnc3)cc2)n1	5%	5%	-1%	8%	-2%	15%	0%	4%
CCCn1nnc(NC(=O)c2ccc(Br)o2)n1	-11%	-10%	0%	/	-17%	2%	1%	1%

Single records, as listed above.
Cc1cccc(C)c1NC(=O)CSc1nc2ccccc2c2nc(CCc3c(C)n[nH]c3C)nn12 across the screens: Tau fibril FP = -14%; Tau fluor counter = -3%; TexasRed fluor = -5%; L3MBTL1 block = /; Tau ThT inhib = -12%; ALDH1A1 block = /; TRb-SRC2 inh = -1%; GLA spleen mod = /
Cc1cc(C(F)(F)F)nn1CC(=O)N1CCCCC1C (stereo unspecified) across the screens: Tau fibril FP = -8%; Tau fluor counter = -8%; TexasRed fluor = -1%; L3MBTL1 block = 4%; Tau ThT inhib = -4%; ALDH1A1 block = 3%; TRb-SRC2 inh = -8%; GLA spleen mod = 2%
Nc1nc(-c2ccccc2)nn1C(=O)Cc1ccccc1 across the screens: Tau fibril FP = 1%; Tau fluor counter = 2%; TexasRed fluor = 1%; L3MBTL1 block = /; Tau ThT inhib = -1%; ALDH1A1 block = -1%; TRb-SRC2 inh = -2%; GLA spleen mod = 0%

Two entries from above, with two lines to a compound:
Values in the order – Tau fibril FP, Tau fluor counter, TexasRed fluor, L3MBTL1 block, Tau ThT inhib, ALDH1A1 block, TRb-SRC2 inh, GLA spleen mod
CCC(=O)Nc1nc2c(OC)ccc(OC)c2s1
  8%, -12%, -4%, /, -11%, -5%, 6%, -7%
COc1cc(C2CC(=O)c3c(O)cc(O)cc3O2)ccc1O (stereo unspecified)
  2%, -7%, -2%, 5%, -6%, -7%, -8%, 5%

Next part:
canonical_smiles	Tau fibril FP	Tau fluor counter	TexasRed fluor	L3MBTL1 block	Tau ThT inhib	ALDH1A1 block	TRb-SRC2 inh	GLA spleen mod
COC(=O)c1nnn(-c2ccsc2C(=O)OC)c1C(=O)OC	-3%	2%	0%	11%	-1%	-2%	-1%	-1%
COC(=O)c1ccccc1OCCCCN1CC(C)OC(C)C1 (stereo unspecified)	-6%	-11%	-3%	6%	-15%	?	-2%	-1%
CCc1ccc(NC(=O)C2CCCN(c3nnc(C)c4c(C)n(-c5ccccc5)nc34)C2)cc1 (stereo unspecified)	4%	6%	0%	/	12%	/	-2%	/
CCN1CC=C2C(C1)C(c1ccc(Cl)s1)C(C#N)=C(N)C2(C#N)C#N (stereo unspecified)	?	-24%	18%	-4%	?	?	-27%	5%
O=C(Nc1ccccc1Cc1ccccc1)c1ccc2c(c1)SC1=NS(=O)(=O)CCN12	-2%	-8%	-3%	6%	5%	7.9µM*	-2%	-7%
Cc1cccc(NC(=O)c2ccc([N+](=O)[O-])s2)c1C	1%	1%	9%	-5%	6%	0.89µM*	9%	-2%
O=C(CN1CCN(Cc2ccccc2Cl)CC1)N/N=C/c1ccccn1	-5%	-7%	0%	14%	-9%	/	-2%	7%
Cc1ccc(S(=O)(=O)CCC(=O)NCc2ccc(Cl)cc2)cc1	1%	-6%	-6%	0%	-4%	-13%	0%	-7%
CN1C(=O)N(c2nnc(C(C)(C)C)s2)C(=O)C1c1ccccc1 (stereo unspecified)	0%	-13%	1%	1%	-12%	/	-2%	-1%
CS(=O)(=O)N1N=C(c2cccs2)CC1c1ccc(F)cc1 (stereo unspecified)	2%	-18%	-7%	47%[activator]	-10%	/	-7%	-1%
Cc1nc(SCC(=O)Nc2cc(C)on2)c2c3c(sc2n1)CCCC3	-1%	-13%	2%	32%[activator][11.4 µM]	-16%	?	12%	3%
S=C(NC1CCCCC1)N1CCc2ccccc2C1	4%	-8%	-1%	-6%	-11%	?	3%	-1%
O=S(=O)(c1cccc(Cl)c1)c1nnn2c1nc(NC1CCCCCC1)c1sccc12	?	-25%	0%	/	-9%	/	2%	/
CCOC(=O)c1c(C)oc2nc(C)nc(N(CC(C)C)CC(C)C)c12	6%	-12%	-5%	/	-14%	/	-2%	/
COC(=O)c1cc(C)[nH]c2c(C)cc3nc4ccccc4c3c12	?	25µM*[quencher]	-2%	131%[activator]	?	-8%	-14%	-6%

(continued)
canonical_smiles	Tau fibril FP	Tau fluor counter	TexasRed fluor	L3MBTL1 block	Tau ThT inhib	ALDH1A1 block	TRb-SRC2 inh	GLA spleen mod
COc1cc(/C=N/NC(=O)c2cccnc2)ccc1OC(=O)c1ccc([N+](=O)[O-])cc1	?	?	-4%	/	?	-5%	-1%	1%
COc1ccc(-c2[nH]ncc2N=Nc2ccccc2)cc1	?	?	-6%	-5%	16µM*	-15%	-3%	-10%
CCN(CC)C(=O)Oc1cc(=O)n(C)c2ccccc12	1%	-3%	0%	0%	-1%	-4%	-5%	7%
CCCCNC(=O)CSc1nc2ccsc2c(=O)n1CCCC(=O)NCCc1ccc(S(N)(=O)=O)cc1	-12%	-5%	-2%	/	3%	2%	10%	-7%
COc1ccccc1OCC(=O)Nc1c(C(=O)c2ccc(F)cc2)oc2ccccc12	?	-17%	-9%	/	-5%	/	7%	/
CC1CCCN(CC(=O)Nc2ccc(S(=O)(=O)N3CCCCCC3)cc2)C1 (stereo unspecified)	2%	-17%	-7%	/	-10%	-3%	-7%	9%
CSc1nnc(-c2ccncc2)n1/N=C/c1cn(-c2ccccc2)nc1-c1ccc(Cl)cc1	1%	-7%	-2%	-13%	-4%	/	2%	0%
CCCC(=O)Nc1ccc(Nc2ccccc2)cc1	9%	-16%	-1%	-7%	?	?	-4%	-6%
CCN(CC(=O)NC(C)C)C(=O)C(CCSC)NC(=O)c1ccccc1OC (stereo unspecified)	3%	-1%	-1%	/	-2%	-9%	-4%	9%
COc1ccc(-c2nn(CC(=O)N(C)C)c(=O)c3ccccc23)cc1	-3%	-6%	-6%	/	-5%	?	-2%	-1%
COc1ccc(C(=O)Nc2ccc(-c3nnc4n3CCCCC4)cc2)cc1OC	-3%	-2%	-10%	/	-5%	/	1%	/
COc1cc(OC)c2c(-c3cccc(-c4sccc4C(C)=O)c3)cc(=O)oc2c1	-10%[81.3 µM]	?	3%	-1%	?	?	9%	-3%
COCCc1nn2c(=O)cc(COC(=O)C(c3ccccc3)c3ccccc3)nc2s1	3%	5%	2%	/	-13%	/	4%	/
O=C(NCC(c1cccs1)N1CCOCC1)c1cccc([N+](=O)[O-])c1 (stereo unspecified)	5%	7%	-2%	-3%	10%	0%	-7%	0%
C#Cc1ccc(C(=O)NCc2ccc(N3CCCC3=O)cc2)cc1	5%	-2%	1%	-35%	1%	?	5%	-1%

Additional structures.
canonical_smiles	Tau fibril FP	Tau fluor counter	TexasRed fluor	L3MBTL1 block	Tau ThT inhib	ALDH1A1 block	TRb-SRC2 inh	GLA spleen mod
Cc1cc(F)ccc1NCC(=O)Nc1ccc(Br)cc1C	2%	?	-3%	-6%	0%	?	8%	-7%
Cc1c(Cl)cccc1N1C(=O)c2ccccc2C1=O	-3%	5%	1%	8%	-1%	-1%	-2%	0%
COc1cc(Cl)c(C)cc1NC(=O)CSc1cc(-c2ccccc2)nc(C)n1	-10%	-19%	9%	/	?	/	-2%	/
COC(=O)CC1c2ccccc2C(Cc2ccc(OC)cc2)C(C)N1C(=O)OC (stereo unspecified)	2%[11.6 µM]	8%[11.6 µM]	-2%[11.2 µM]	/	13%[11.5 µM]	9%[13.5 µM]	5%[11.2 µM]	-2%[17.5 µM]
CCOc1ccc(S(=O)(=O)Nc2cccc(C)c2)c2cccnc12	?	-17%&4%	9%&0%	3%	0%&5%	5%	2%&2%	0%
CCN(CC)c1ccc(-c2n[nH]c(=S)n2-c2ccccc2)cc1	15%	-16%	-1%	-17%	?	?	2%	3%
